# Screening results as filed in PubChem BioAssay.
# TDP1 inh = inhibitors of human tyrosyl-DNA phosphodiesterase TDP1 | Q9NUW8 | recombinant TDP1, AlphaScreen DNA substrate cleavage | Potency, µM (doses to about 130 µM), for the others: at the top dose activity change, negative = inhibition, actives largely listed as inhibitors | 0.28% of 350,000 active | AID 485290; further: nearly all actives have a fitted effect of over 40% in size
# Target sequence (Q9NUW8 whole entry, looked up): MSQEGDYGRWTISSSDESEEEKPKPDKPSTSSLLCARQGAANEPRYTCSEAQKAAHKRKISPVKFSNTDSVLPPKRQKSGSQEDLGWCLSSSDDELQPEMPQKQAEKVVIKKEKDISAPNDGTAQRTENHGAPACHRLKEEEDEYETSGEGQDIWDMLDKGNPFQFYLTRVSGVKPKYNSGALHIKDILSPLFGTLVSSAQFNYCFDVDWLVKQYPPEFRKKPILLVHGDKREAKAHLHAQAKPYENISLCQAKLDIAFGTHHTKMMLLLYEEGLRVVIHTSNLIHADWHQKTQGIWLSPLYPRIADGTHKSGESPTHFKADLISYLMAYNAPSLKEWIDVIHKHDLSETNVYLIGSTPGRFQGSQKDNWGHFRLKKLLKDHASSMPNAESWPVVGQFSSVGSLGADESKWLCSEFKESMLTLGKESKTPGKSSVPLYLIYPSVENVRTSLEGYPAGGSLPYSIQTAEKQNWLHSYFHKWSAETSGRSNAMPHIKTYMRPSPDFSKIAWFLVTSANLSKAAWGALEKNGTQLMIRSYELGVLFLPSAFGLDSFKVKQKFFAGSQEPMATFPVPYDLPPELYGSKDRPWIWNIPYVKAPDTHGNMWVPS
#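 E. coli-derived human Tdp1, 1 nM final. Cpd preinc 15 min RT; substrate 15 nM final, 5 min RT; AS bead mix 10 ug/ml final, 10 min RT. Signal loss = tyrosine-FITC cleavage. No-enzyme wells = max signal.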
# FEN1 inhibitor = blocks human flap endonuclease 1. 0.35% of 390,000 active. Potency, µM (series often up to 114 µM), for inactives: top-dose activity change, negative = inhibition, actives largely listed as inhibitors. P39748. Recombinant FEN1 flap cleavage, fluorescence, 15 min; further: nearly all actives have a fitted effect of over 65% in size
# Target sequence (P39748 whole entry, looked up): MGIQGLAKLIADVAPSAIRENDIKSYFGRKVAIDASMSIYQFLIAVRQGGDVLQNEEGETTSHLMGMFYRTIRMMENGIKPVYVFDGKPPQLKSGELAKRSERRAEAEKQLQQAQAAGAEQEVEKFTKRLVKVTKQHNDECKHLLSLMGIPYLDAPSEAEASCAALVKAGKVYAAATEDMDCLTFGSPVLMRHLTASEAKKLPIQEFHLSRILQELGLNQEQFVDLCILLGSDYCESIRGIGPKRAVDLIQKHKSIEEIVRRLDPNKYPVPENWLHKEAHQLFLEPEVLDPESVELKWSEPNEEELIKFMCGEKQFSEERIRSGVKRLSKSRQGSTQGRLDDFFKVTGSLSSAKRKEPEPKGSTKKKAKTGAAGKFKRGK
#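 Enzyme 10 nM, 15 min RT preincubation with compound; start with substrate 50 nM final; reads at 0 and 15 min; qHTS titration, four-parameter Hill fit.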
# N370S GC = N370S glucocerebrosidase modulation, Gaucher chaperone candidate | P04062 | N370S GC spleen homogenate, 4MU-glucoside fluorescence | Potency, µM (series often up to 59.4 µM), for inactives: at the top dose activity change, negative = inhibition, actives largely listed as inhibitors | 0.092% of 330,000 active | AID 2101;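 further: 0% = full enzyme activity and -100% = no enzyme basal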
# * marks the source's active call; other numbers are inactive results; ? = inconclusive; nt = not tested or not shown; & = joins results of further samples; [ ] = another dose, or the depositor's remark. The call rests on the fitted dose curve; in most records, active means well fitted curve in the direction sought with a large enough effect; inconclusive means small, poorly fitted or top-dose-only effect, or another doubt; inactive means no such curve, though single readings can be large; an effect the other way counts as inactive or inconclusive. Unless noted, on the % scale 0 is the no-effect control and ±100 the full control effect; potency means the concentration at half of the fitted maximal effect.
SMILES,TDP1 inh,FEN1 inhibitor,N370S GC
O=C(Nc1ccc(Cl)cc1)c1csc(Cc2ccccc2)n1,-9%,-6%,?
O=C(c1ccccc1)c1ccccc1C(=O)N1CCN(C(=O)c2ccccc2)CC1,1%,8%,0%
Cc1cc(NC(=O)COC(=O)CNS(=O)(=O)c2c(F)cc(F)cc2Br)no1,0%,16%,nt
O=C(CN1C(=O)c2ccccc2S1(=O)=O)N1CCN(c2ccccc2F)CC1,8%,6%,-3%
O=C1CSC(=Nc2ccc(Cl)cc2)N1,2%,-5%,-2%
CCOC(=O)C1=C(C)N(C[C@@H]2CC[C@@H](Cc3ccc(-c4ccccc4)cc3)O2)C(=O)NC1c1ccc([N+](=O)[O-])cc1 (stereo partly drawn),1%[56.1 µM],7%,nt
CCC(C)NC(=O)c1ccc2c(SCC(=O)O)c3c(nc2c1)CCCC3 (stereo not drawn),-5%,1%,3%
Cc1cc(C)c2c(CC(=O)Nc3ccc(Cl)cn3)coc2c1,2%,-15%,2%
CCS(=O)(=O)c1ccc2oc(Nc3ccccc3Cl)nc2c1,nt,2%,-4%
COC(=O)c1ccccc1NC(=O)CSc1nnnn1C1CCCCC1,0%,-19%,21%
COc1ccccc1C(=O)C1CCCN(C(=O)c2cccc(-n3cccn3)c2)C1 (stereo not drawn),0%,-10%,-1%
CCOc1cc(C(c2c(C)[nH][nH]c2=O)c2c(C)[nH][nH]c2=O)ccc1O,6%,11%,-4%
COc1cc(/C=N/NC(=S)NCCN2CCOCC2)ccc1O,5%,10%,?
CC(=O)Nc1ccc(C(=O)NC2CCSc3ccccc32)cc1 (stereo not drawn),2%,-10%,-6%
Cc1noc(C)c1NC(=O)Nc1ccc2c(c1)CC(=O)N([C@@H](C)CO)C[C@@H](C)[C@@H](CN(C)C(=O)Nc1cccc3ccccc13)O2,0%,-20%,nt
COc1ccccc1CNC(=O)c1ccc(C)c(-n2cnc3cccnc32)c1,0%,1%,nt
COc1cccc(-n2cc(CNC(=O)C3CCC(=O)N(C4CC4)C3)cn2)c1 (stereo not drawn),2%,16%,4%
CNC(=O)c1c(NC(=O)c2nc3ccccc3s2)sc2c1CCC2,7%,nt,28%
CCN(CC)C(=O)CSc1nc2ccccc2c(=O)n1CCC(=O)NCCc1ccc(OC)c(OC)c1,2%,3%,0%
CCOCC(=O)Nc1cccc(OC)c1,3%,8%,-17%
O=C(COc1ccccc1Cl)N1N=C(c2cccs2)CC1c1ccco1 (stereo not drawn),4%,-5%,nt
Cc1ccccc1Nc1c(-c2ccc(N3CCOCC3)cc2)nc2ncccn12,0%&2%,-7%&7%,?
Cc1ccc(S(=O)(=O)Nc2ccc(Cl)cc2)cc1NC(=O)c1cc2c(s1)CCCC2,4%,-9%,3%
CC1(C)CC(N(Cc2ccccc2)C(=O)Cc2ccccc2)CCO1 (stereo not drawn),-12%,-1%,-2%
CSCC[C@H](NC(=O)OC(C)(C)C)C(=O)NCC1CCC(C(=O)O)CC1 (stereo partly drawn),nt,24%,3%
CC(=O)c1ccc(Sc2ccccc2N)c([N+](=O)[O-])c1,11%,-13%,-9%
Cc1ccc(S(=O)(=O)Nc2ccccc2C(=O)N2CCCC2)cc1,5%,-1%,5%
COc1cc(NC(=O)c2c(C)nn(-c3ccc(F)cc3)c2-n2cccc2)cc(OC)c1,3%,14%,nt
Cc1ccc(NC(=O)NCC(c2ccccc2)N(C)C)cc1 (stereo not drawn),nt,-11%,-12%
Cc1nc2ccccc2c(=O)n1-c1ccc(NC(=O)c2ccccc2[N+](=O)[O-])cc1,3%,-7%,nt
COC(=O)c1c(C)oc(C)c1S(=O)(=O)N1CCCCC1,0%,-3%,-2%
Cc1nc2c(C)cccn2c1/C(O)=C1\C(=O)C(=O)N(CCN(C)C)C1c1ccccc1 (stereo not drawn),1%,0%,-4%
Cn1nc(C(=O)NNC(=O)COc2ccccc2)c2ccccc2c1=O,4%,3%,?
CCOC(=O)c1ccc(-n2cncn2)nc1,3%,-2%,4%
O=C1OC(C(=O)Nc2cccc(Br)c2)Cc2ccccc21 (stereo not drawn),2%,-1%,nt
O=C(O)c1cccc2c1-c1ccccc1/C2=N\Nc1ccccc1,nt,-17%,-8%
O=S(=O)(c1ccc(F)cc1)N1CCCC1,nt,0%,3%
CCCN1CCC(NC(=O)CC2C(=O)NCCN2Cc2cccc(OC)c2)CC1 (stereo not drawn),6%,-8%,-5%
CCS(=O)(=O)Nc1ccc(C2=NN(C(=O)c3ccco3)C(c3cccs3)C2)cc1 (stereo not drawn),6%,1%,-15%
CNC(=O)C(=O)NCC1OCCCN1S(=O)(=O)c1ccc(F)cc1C (stereo not drawn),5%,5%,-1%
O=C(NCCc1ccccc1)c1cnc2ccccn2c1=O,-2%,13%,?
Cc1ccccc1Nc1oc(-c2ccccc2)nc1CCc1ccccc1,5%,nt,6%
NC(=O)CC(NC(=O)c1ccc(Br)cc1)c1ccc(NC2CCCCC2)c([N+](=O)[O-])c1 (stereo not drawn),nt,-3%,-12%
CC1CCCC(C)N1C(=O)COC(=O)CNC(=O)c1ccccc1F (stereo not drawn),2%,-2%,nt
CCCCCNC(=O)CC1Nc2c3ccccc3nc(=S)n2C1=O (stereo not drawn),0%,-1%,-1%
O=C(C1CC(=O)N(c2ccccc2)C1)N1CCC(c2nc3ccccc3[nH]2)CC1 (stereo not drawn),0%[0.505 µM],6%,-6%
Cc1csc(NC(=O)c2cccs2)n1,11%,7%,19%
CCC(C)(C(=O)NC1CCCC1)N(Cc1ccco1)C(=O)c1ccc2c(c1)OCO2 (stereo not drawn),7%,5%,-13%
Cc1cccc(CC(=O)N2CC(=O)Nc3ccc(F)cc3C2c2ccccc2)c1 (stereo not drawn),6%,12%,nt
O=C1CSc2ccc(C(=O)NCCC3=CCCCC3)cc2N1,-3%,0%,4%
Cc1cc(C(=O)Nc2ccc3c(c2)OCCO3)co1,1%,11%,-16%
Cc1ccc(S(=O)(=O)Nc2cccc(C(=O)NCC(c3ccc(F)cc3)N3CCOCC3)c2)cc1 (stereo not drawn),1%,15%,nt
COc1ccc(C(=O)NCC(=O)N2CCN(C(=O)c3ccco3)CC2)cc1[N+](=O)[O-],-9%,18%,nt
NC(=O)CSc1oc(-c2ccc(F)cc2)nc1S(=O)(=O)c1ccccc1,1%,-10%,0%
Cc1onc(-c2ccccc2Cl)c1C(=O)Nc1sc2c(c1C(N)=O)CCC(C)C2 (stereo not drawn),12%[56.1 µM],-13%,19%
N#CC(=C=[N-])c1nc2ccccc2nc1-[n+]1ccccc1,7%&0%,-4%&7%,2%&-5%
CCn1c(SCc2nc3ccccc3c(=O)[nH]2)nnc1C(C)NC(=O)c1ccccc1F (stereo not drawn),2%,14%,7%
CCCN(CC(=O)Nc1ccccc1C)C(=O)c1ccc(N2CCOCC2)c([N+](=O)[O-])c1,nt,2%,-5%
Cc1cc(C(F)F)n2ncc(C(=O)NCCc3ccccc3Cl)c2n1,-1%,-4%,nt
CCOC(=O)c1nc(N2CCN(c3ccc(F)cc3)CC2)c2c(C)noc2n1,3%,-15%,nt

# Two entries picked at random from the list so far:
SMILES,TDP1 inh,FEN1 inhibitor,N370S GC
NC(=O)CSc1oc(-c2ccc(F)cc2)nc1S(=O)(=O)c1ccccc1,1%,-10%,0%
CC(=O)c1ccc(Sc2ccccc2N)c([N+](=O)[O-])c1,11%,-13%,-9%

# The results go on:
SMILES,TDP1 inh,FEN1 inhibitor,N370S GC
CCOc1ccc(CCNC(=O)Cn2nc(-c3ccc(C)cc3)ccc2=O)cc1OCC,3%,-13%,nt
Cc1ccc2occ(CC(=O)Nc3ccc(S(N)(=O)=O)cc3)c2c1,7%,-2%,nt
O=C(O)c1cc(-c2ccc(Cl)s2)nc2ccccc12,5%,0%,22%
Cc1ccc2oc(C(=O)N(Cc3ccncc3)CC3CCCO3)c(C)c2c1 (stereo not drawn),5%,-2%,-8%
CCOC(=O)C(C)Sc1nc(-c2ccco2)cc(C(F)(F)F)c1C#N (stereo not drawn),-2%,-7%,8%
CC(C)c1ccc(N(C(=O)c2csnn2)C(C(=O)NC(C)(C)C)c2cccnc2)cc1 (stereo not drawn),5%,-2%,-3%
COc1cc(OC)c(C(=O)N(CCc2ccccc2)Cc2ccccc2)cc1OC,6%,-1%,2%
NS(=O)(=O)c1ccc(CNC(=S)NC2CCCCC2)cc1,1%,14%,1%
Cc1ccc(CN2C(=O)CCC2C(=O)NCc2ccccc2Cl)cc1 (stereo not drawn),2%,7%,4%
Cc1cc(/C=c2\sc3nc4ccccc4n3c2=O)c(C)n1-c1ccc(C(=O)O)cc1,nt,-13%,0%
O=C(COc1ccc(Cl)cc1)N1CCN(S(=O)(=O)c2ccc(Cl)cc2)CC1,2%,10%,-4%
OC(CSc1c(Cl)cccc1Cl)CN1CCN(c2ccccc2F)CC1 (stereo not drawn),2%,-19%,-9%
COc1ccc(N2CCN(C(=O)CSc3nc4ccccc4nc3Cc3ccc(Cl)cc3)CC2)cc1,0%,-15%,nt
CC(C)C1S/C(=N/N=C/c2ccco2)NC1=O (stereo not drawn),-2%,5%,10%
CCCCN(CC)C(=O)c1cc2cc3ccc(OC)cc3nc2o1,3%,-6%,-5%
O=C(Nc1ccc2nc(-c3ccco3)c(-c3ccco3)nc2c1)NC1CC1,3.2µM*,50µM*,-7%
CC(C)(C)NC(=O)C(OC(=O)c1cccs1)c1ccc(C#N)cc1 (stereo not drawn),-2%,2%,-4%
Cc1ccc(C)c(S(=O)(=O)N(C)C2CCS(=O)(=O)C2)c1 (stereo not drawn),0%,9%,-4%
CCn1nc(C)c(/C=N/NC(=O)Cn2nnnc2N)c1C,6%,2%,-5%
CC1(C)S[C@@H]2[C@H](NC(=O)C3(N)CCCCC3)C(=O)N2[C@H]1C(=O)O,6%,nt,7%[21.6 µM]
CSc1ccc(CN2CCN(C(=O)CC(C)C)CC2)cc1,nt,-10%,1%
Cc1sc2ncnc(OCC(=O)N3CC(=O)Nc4ccccc43)c2c1C,8%,1%,10%
CN(C)CCn1c(=O)n(-c2ccc(F)cc2)c(=O)c2c3c(sc21)CCCCC3,-1%,-6%,-3%
O=C(c1cn(-c2ccccc2)nc1-c1cccs1)N1CCN(c2ccccn2)CC1,11%,11%,19%
O=[N+]([O-])c1ccc2nc(-c3ccccc3)n(OCc3ccc(Cl)cc3)c2c1,nt,1%,2%
Cc1noc(C)c1S(=O)(=O)N(Cc1ccccc1)C(C)C,0%,2%,4%
N#Cc1cccc(S(=O)(=O)NCC(=O)OCC(=O)NCc2ccccc2)c1,0%,14%,nt
Cc1ccsc1C(=O)N1CCCC(C(=O)c2cc(F)ccc2F)C1 (stereo not drawn),nt,33%[activator],9%
Cc1nc2cccc(C(=O)NCc3ccccc3)c2o1,6%,-12%,3%
COc1ccc(-c2c(=O)n(OCc3ccccn3)c3ccccc3[n+]2[O-])cc1OC,2%,-4%,-5%
COc1ccc(CCNC(=O)Cn2c(=O)n(Cc3ccco3)c(=O)c3ccc(Cl)cc32)cc1OC,5%,-4%,15%
O=C(NCCC1=CCCCC1)c1ccc2c(c1)N(Cc1cccc(Cl)c1)C(=O)c1ccccc1S2=O (stereo not drawn),1%,-16%,nt
C/C(=N\NC(=O)CNc1cccc(Cl)c1C)C1CC1,5%,-2%,3%
Cc1cc(C)cc(OCC(=O)NCc2cc(C)nc3ccccc23)c1,0%,-11%,-4%
COc1ccc(N2CCN(c3nc(=S)n(-c4ccccc4)c(C)c3C(C)=O)CC2)cc1,5%,6%,-6%

# Compounds listed so far that contain a furan ring, fused or not, in the order listed:
SMILES,TDP1 inh,FEN1 inhibitor,N370S GC
Cc1cc(C)c2c(CC(=O)Nc3ccc(Cl)cn3)coc2c1,2%,-15%,2%
O=C(COc1ccccc1Cl)N1N=C(c2cccs2)CC1c1ccco1 (stereo not drawn),4%,-5%,nt
COC(=O)c1c(C)oc(C)c1S(=O)(=O)N1CCCCC1,0%,-3%,-2%
CCS(=O)(=O)Nc1ccc(C2=NN(C(=O)c3ccco3)C(c3cccs3)C2)cc1 (stereo not drawn),6%,1%,-15%
CCC(C)(C(=O)NC1CCCC1)N(Cc1ccco1)C(=O)c1ccc2c(c1)OCO2 (stereo not drawn),7%,5%,-13%
Cc1cc(C(=O)Nc2ccc3c(c2)OCCO3)co1,1%,11%,-16%
COc1ccc(C(=O)NCC(=O)N2CCN(C(=O)c3ccco3)CC2)cc1[N+](=O)[O-],-9%,18%,nt
Cc1ccc2occ(CC(=O)Nc3ccc(S(N)(=O)=O)cc3)c2c1,7%,-2%,nt
Cc1ccc2oc(C(=O)N(Cc3ccncc3)CC3CCCO3)c(C)c2c1 (stereo not drawn),5%,-2%,-8%
CCOC(=O)C(C)Sc1nc(-c2ccco2)cc(C(F)(F)F)c1C#N (stereo not drawn),-2%,-7%,8%
CC(C)C1S/C(=N/N=C/c2ccco2)NC1=O (stereo not drawn),-2%,5%,10%
CCCCN(CC)C(=O)c1cc2cc3ccc(OC)cc3nc2o1,3%,-6%,-5%
O=C(Nc1ccc2nc(-c3ccco3)c(-c3ccco3)nc2c1)NC1CC1,3.2µM*,50µM*,-7%
COc1ccc(CCNC(=O)Cn2c(=O)n(Cc3ccco3)c(=O)c3ccc(Cl)cc32)cc1OC,5%,-4%,15%
